# Screening data deposited in PubChem BioAssay by Emory University Molecular Libraries Screening Center.
# 14-3-3 PPI – modulators of human 14-3-3 gamma - Raf peptide interaction | P61981 | FP, 14-3-3gamma / TMR-pS259-Raf peptide binding | inhibition, % at 40 µM | actives 0.19% (n = 160,000); in the data active means inhibition above about 30%;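 further: 0% = protein plus tracer without compound and 100% = blank with tracer alone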
# Target sequence (P61981 whole entry, looked up): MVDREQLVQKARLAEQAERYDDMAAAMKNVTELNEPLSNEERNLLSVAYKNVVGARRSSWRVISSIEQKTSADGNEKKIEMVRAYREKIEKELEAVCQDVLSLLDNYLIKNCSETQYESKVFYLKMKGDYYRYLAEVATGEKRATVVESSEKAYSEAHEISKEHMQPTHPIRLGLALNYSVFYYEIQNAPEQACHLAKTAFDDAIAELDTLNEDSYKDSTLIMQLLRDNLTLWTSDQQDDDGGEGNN
# * marks the source's active call; other numbers are inactive results; & = joins results of further samples. An excerpt. The share of hits here may be higher or lower than overall.
# The first six compounds as a preview:
SMILES,14-3-3 PPI
COc1ccc(Cl)cc1C(=O)Nc1c2c(nn1-c1ccc(F)cc1)CSC2,-10.6
CCCc1cc(=O)oc2cc(C)c(CN3CCCC3)c(O)c12,-28.1
CC1(C)CC(=O)C2=C(C1)NC(=O)CC2c1ccc(N(CCC#N)CCC#N)cc1 (centres undefined),4.5
O=C(Nc1ccc(S(=O)(=O)Nc2ncccn2)cc1)c1cccc([N+](=O)[O-])c1,-1.3
Cc1cccc(OCCNC(=O)CSc2ccc(C(F)(F)F)cc2[N+](=O)[O-])c1,-1.9
COc1ccccc1N1CCN(Cc2ccc(OC)c(OC)c2OC)CC1,-0.1

# The list itself, from the start:
SMILES,14-3-3 PPI
COc1ccc(Cl)cc1C(=O)Nc1c2c(nn1-c1ccc(F)cc1)CSC2,-10.6
CCCc1cc(=O)oc2cc(C)c(CN3CCCC3)c(O)c12,-28.1
CC1(C)CC(=O)C2=C(C1)NC(=O)CC2c1ccc(N(CCC#N)CCC#N)cc1 (centres undefined),4.5
O=C(Nc1ccc(S(=O)(=O)Nc2ncccn2)cc1)c1cccc([N+](=O)[O-])c1,-1.3
Cc1cccc(OCCNC(=O)CSc2ccc(C(F)(F)F)cc2[N+](=O)[O-])c1,-1.9
COc1ccccc1N1CCN(Cc2ccc(OC)c(OC)c2OC)CC1,-0.1
Cc1ccc(S(=O)(=O)NCc2ccc(C(=O)NCc3cccnc3)cc2)cc1,-0.3
CC(C)(C)C(=O)C1C(c2ccc(Br)cc2)C(C#N)(C#N)C2C=Cc3ccccc3N12 (centres undefined),-143.9
CCCOC(=O)C1=C(C)NC2=C(C(=O)CC(C)(C)C2)C1c1ccccc1I (centres undefined),-4.0
COc1ccccc1OCCn1c(C(F)(F)F)nc2ccccc21,4.9
CCN(CC)CCNC(=O)C1(O)c2ccccc2NC(=O)N1c1ccc(Cl)cc1 (centres undefined),-3.9
O=C(NC1CCCCC1)c1nn2c(C(F)(F)F)cc(-c3ccco3)nc2c1Br,-5.5&-20.0
COc1ccc(C2C3=C(Nc4ncnn42)c2ccccc2OC3c2ccc(SC)cc2)cc1Br (centres undefined),-7.9
COc1ccc(C(=O)NCC(=O)Nc2ccccc2)cc1OC,-1.2
CCn1c(=O)c2c(nc3n2CCCN3CCc2ccccc2)n(C)c1=O,-10.5
O=CN1CCN(CC(O)Cn2c3ccccc3c3ccccc32)CC1 (centres undefined),-2.4
Cc1cccc2nc(-c3ccco3)c(Nc3ccc4c(c3)OCO4)n12,-3.0
CCOC(=O)Nc1nc(C)c(C(=O)N(C)C)s1,13.8
Cc1ccc(-c2ccc(CCC(=O)O)n2-c2cc(C)cc(C)c2)cc1,-14.8
COc1ccc(Br)cc1C1CC(=O)N2CN(C)CSC2=C1C#N (centres undefined),6.4
Cc1nc2ccccc2c(=O)n1NCc1cccs1,1.3
CCOC(=O)C1=C(C)NC2=C(C(=O)C(C(=O)OC)C(C)C2)C1c1coc2ccc(C)cc2c1=O (centres undefined),-2.4
CCc1nc2oc(C(=O)c3ccccc3)c(N)c2c2c1COC(C)(C)C2,0.6
Cc1nc2sc(C(c3ccccc3)N3CCN(CCO)CC3)c(O)n2n1 (centres undefined),0.6
O=C1C2C(C(=O)N1c1ccccc1Br)C1C=CC2C12CC2 (centres undefined),-3.3
CC(C)CC[n+]1ccccc1C=Cc1ccc(N(C)C)cc1,-371.5
CCOC(=O)c1ccc(CN(Cc2ccc(F)cc2)S(=O)(=O)c2ccc(F)cc2)cc1,5.7
CC(=O)C1=C(O)C(=O)N(c2cccc(C(=O)O)c2)C1c1ccc(F)cc1 (centres undefined),3.6
CSc1sc(C)cc1C1C(C(=O)Nc2ccc(F)cc2)=C(C)NC2=C1C(=O)CC(C)(C)C2 (centres undefined),-0.4
O=c1[nH]c2cc([N+](=O)[O-])ccc2nc1Cc1cccc([N+](=O)[O-])c1,-1.4

# Sorted by molecular weight (rising): part of the list above.
SMILES,14-3-3 PPI
O=c1[nH]c2cc([N+](=O)[O-])ccc2nc1Cc1cccc([N+](=O)[O-])c1,-1.4
O=C1C2C(C(=O)N1c1ccccc1Br)C1C=CC2C12CC2 (centres undefined),-3.3
CC(=O)C1=C(O)C(=O)N(c2cccc(C(=O)O)c2)C1c1ccc(F)cc1 (centres undefined),3.6

# The list goes on.
SMILES,14-3-3 PPI
CN1CCN(S(=O)(=O)c2ccc(Oc3ccccc3Cl)cc2)CC1,-3.8
CC(=O)N1CCc2cc(Br)cc(S(=O)(=O)Nc3ccc4c(c3)OCCO4)c21,-2.7
COc1ccc(CNC(=O)c2nn3c(C(F)(F)F)cc(-c4ccc(Br)o4)nc3c2Br)cc1,-7.5
CCCCOc1ccc(-c2cc(C(N)=O)c3ccccc3n2)cc1,7.7
CCCOc1ccc(-c2nc(Oc3ccc(C(=O)OC)cc3)c3ccccc3n2)cc1,-6.7
Cc1cc(C(=O)COC(=O)CN(C)S(=O)(=O)c2ccc(Cl)cc2)c(C)n1Cc1cccs1,-7.4
CC(=O)N1c2c(cc(Br)cc2S(=O)(=O)NCc2ccccc2Cl)CC1C (centres undefined),-7.7
COc1ccc(Cl)cc1NC(=O)N1CCN(C2CCCCC2)CC1,-11.5
O=C(c1ccc(N2CCCC2=O)cc1)N1CCOCC1,-1.5&-6.9
O=c1ccn(Cc2ccccc2Cl)cc1,-9.4
Cc1cc2nn(-c3ccccc3)nc2cc1NC(=O)c1ccc(F)cc1,0.4
COc1ccc(OC)c(C(c2nnnn2CC2CCCO2)N2CCN(C)CC2)c1 (centres undefined),-1.0
O=C(O)CCN1C(=O)C(=O)/C(=C(/O)c2ccc(Cl)cc2)C1c1ccc(Br)cc1 (centres undefined),3.3
Cn1c(=O)[nH]c(=O)c2c1nc(Br)n2CCSc1nc2ccccc2o1,-6.1
CCn1c(SCC(=O)NCc2ccc3c(c2)OCO3)nnc1-c1cccs1,-4.0
O=c1c2[nH]c3ccccc3c2ncn1Cc1cccnc1,-4.4
CCCCNC(=O)c1c(O)c2cccc3c2n(c1=O)CC3,-1.8
CCCOc1ccc(NC(=O)C2CC(=O)N(Cc3ccccc3)C(=Nc3ccc(F)cc3)S2)cc1 (centres undefined),9.1
O=C1c2cc3ccccc3cc2C(=O)N1c1cccc2ccccc12,8.6
COC(=O)c1ccc2c(c1)C(=O)NC2=O,-2.8
CC(=O)N1CCc2cc(S(=O)(=O)NC(Cc3ccccc3)C(=O)Nc3ccc(C)cn3)ccc21 (centres undefined),-15.1
Cc1ccc(NC(=O)COc2ccc3oc4c(c3c2)CCCC4)nc1,4.8
CCSC1=C(C#N)C(c2ccc(OC)c(OC)c2)CC(=O)N1 (centres undefined),6.6
CCN(CC)C(=O)c1cc2c(-c3cccc(OC)c3)nn(C)c2s1,-3.9
CCOC(=O)c1c(NC(=O)CNC(C)c2ccccc2)sc2c1CCCCC2 (centres undefined),3.4
CCOC(=O)C1=C(C)NC2=C(C(=O)CC(C)(C)C2)C1c1cc(Br)c(C)s1 (centres undefined),-7.2
Cc1cccc(C)c1NC(=O)Cn1c(=O)n(CCCC(=O)NCc2ccco2)c(=O)c2sccc21,2.8
O=C(CSc1nc2ccccc2o1)Nc1ccc2c(c1)OCO2,-38.9
CCCCC(=O)NC(c1ccccc1)c1ccc2cccnc2c1O (centres undefined),-7.1
O=C1CCCC2=C1C(c1ccc(-c3ncc(-c4ccccc4)o3)cc1)n1nc(SCc3ccccc3)nc1N2 (centres undefined),0.5
O=S1(=O)c2ccccc2NC(c2ccccc2Br)N1Cc1ccccc1 (centres undefined),2.7
COCC1=C(C(=O)OC)C(c2ccc(Cl)cc2)n2ncnc2N1 (centres undefined),-2.3
Cc1ccc(-c2nnc(SCC(=O)NC(C)(C)C)o2)cc1,-8.7
Cn1c(Cc2ccccc2)nnc1SCC(=O)NC1CCCCC1,6.6
CCOc1ccc(C2C(C(=O)OCc3ccccc3)=C(C)NC3=C2C(=O)CC(C)(C)C3)cc1OC (centres undefined),-3.9
COC(=O)c1ccc(C2C(C(=O)c3cc4ccccc4o3)=C(O)C(=O)N2CCCN(C)C)cc1 (centres undefined),2.3
CCOC(=O)c1sc2nc(C)n(CC(N)=O)c(=O)c2c1C,-7.7
N#Cc1nc(-c2ccc(OCc3ccc(Cl)cc3)cc2)oc1N1CCC(C(N)=O)CC1,-1.6
Cc1ccc2[nH]c(=O)c(-c3noc(-c4ccncc4)n3)cc2c1,-2.0
O=C(Nc1ccc2c(c1)CCC2)c1sc2ccccc2c1Cl,-0.3
COc1cccc(OC)c1C(=O)Nc1ccccc1N1CCCC1,-0.5
O=C1c2ccccc2S(=O)(=O)N1CC(O)Cn1ccc2ccccc21 (centres undefined),3.9
Clc1ccc(Cn2c(Cc3ccccc3)nc3ccccc32)cc1,0.9
CCOC(=O)C(C)On1c(SC(C)C(=O)OCC)nc2ccccc2c1=O (centres undefined),-3.1
CCN1C(=O)c2c(C)nc3ccccc3c2C1=O,12.0
COc1ccc(NC(=O)c2cc3n(n2)C(C(F)(F)F)CC(c2ccc(F)cc2)N3)c(OC)c1 (centres undefined),7.4
O=C1C2C3C=CC(C3)C2C(=O)N1c1nc2ccccc2s1 (centres undefined),-7.7
CC1CC(C)CN(S(=O)(=O)c2ccc(C(=O)Nc3nc(-c4cccs4)cs3)cc2)C1 (centres undefined),-4.4
COc1ccc2c(c1OC)C(=O)NC(C)=C(C(=O)OC(C)(C)C)C2O (centres undefined),-3.6
Cc1sc2nc(CN3CCOCC3)nc(N3CCC(C(N)=O)CC3)c2c1C,1.6
COc1ccc(CN2CCN(C(=O)c3ccc(S(=O)(=O)c4cccc(Cl)c4)c([N+](=O)[O-])c3)CC2)c(OC)c1OC,-3.6
CC(C)CCNC(=O)c1cc(=O)[nH]c2ccc(S(=O)(=O)N3CCOCC3)cc12,-9.9
CCn1c(SC(C)C(=O)OC)nc2c(c1=O)SC(C)C2 (centres undefined),6.7
COc1ccccc1NC(=O)C1C2C=CC3(CN(Cc4cccnc4)C(=O)C13)O2 (centres undefined),1.1
COc1cc(NC(=O)CN2C(=O)c3ccccc3S2(=O)=O)c(OC)cc1Cl,0.8
CCOC(=O)c1ccc(CN(Cc2ccccc2)S(=O)(=O)c2ccc(Cl)cc2)cc1,0.0
CC12CC(c3ccccc3O1)N(C(=O)c1cccs1)C(=S)N2c1ccc(F)cc1 (centres undefined),-159.8
Cc1occc1-c1nnc(SCC(=O)N2CC(=O)Nc3ccccc32)n1CC(C)C,-6.7
COCCCNC(=O)c1ccc2c(c1)N(Cc1cc(C)ccc1C)C(=O)CS2,-9.0
O=C(CN1C(=O)C2C3C=CC(C3)C2C1=O)Nc1nccs1 (centres undefined),-10.3

# The list goes on:
SMILES,14-3-3 PPI
Cc1cccc(NC(=O)C2CCN(C(=O)c3ccccc3C)CC2)c1,1.1
CCCCN(C)S(=O)(=O)c1ccc(C(=O)Nc2ccc3sc(C)nc3c2)cc1,0.0
CC(C(=O)NCCc1ccccc1)N(c1ccccc1)S(C)(=O)=O (centres undefined),-12.9
Cc1onc(-c2ccccc2)c1C(=O)Nc1sc2c(c1C#N)CCCCC2,-8.9
Cc1ccc2c(c1)c(C)cc(=O)n2CCC(=O)O,-2.2
CCC(C)NC(=O)c1cn(CC)c(=O)c2c1c1ccccc1n2C (centres undefined),5.1
Cc1cccc(NC(=O)c2ccc(Cl)cc2)n1,-12.8
CCOCCCn1c(=S)[nH]c2cc(C(=O)NC3CCCCC3)ccc2c1=O,-1.1
CCCC(=O)N1CCc2[nH]c3ccccc3c2C1,-0.2
Cc1ccc(Sc2cc(NCCCO)c([N+](=O)[O-])c3nonc23)cc1,-6.5
CCCCCOC(=O)C1=C(C)NC2=C(C(=O)CC(C)(C)C2)C1c1ccccc1[N+](=O)[O-] (centres undefined),-12.9
O=C(Nc1ccc(OCc2ccccc2)cc1)c1cnc2n(c1=O)CCS2,-5.0
COc1ccccc1N1C(=O)C2C(c3ccc(F)cc3)NN(C(=O)c3ccc(C)cc3)C2C1=O (centres undefined),-6.5
CC(C)c1ccc(Nc2cc(C(=O)NCc3cccnc3)c3ccccc3n2)cc1,4.7
COC(=O)c1ccc2c(c1)sc(=NC(=O)c1ccc(S(=O)(=O)N(C)c3ccccc3)cc1)n2C,-3.3
CCOCC(=O)Nc1nnc(COc2ccc(Cl)cc2)s1,-12.6
COc1ccc(N2C(=O)CCC(C(=O)NCCN(C)C)C2c2ccc(F)cc2)cc1 (centres undefined),-1.7
COc1cccc(C2C3CN(Cc4ccccc4)CC=C3C(C(=O)O)=C(N)C2(C#N)C#N)c1 (centres undefined),-77.4
COc1ccc(N2C(=O)c3ccc(C(=O)OC4CCCCC4)cc3C2=O)cc1,-12.3
CCN(CC)C(=O)c1ccc2nc(NC(=O)c3ccc(C(=O)OC)cc3)sc2c1,-8.7
CCC1Oc2ccc(C)cc2N(CC(=O)NCCCN2CCCC2=O)C1=O (centres undefined),-5.9
C=CCNS(=O)(=O)c1cccc2nonc12,3.0
CCOc1ccc(-c2nc(C#N)c(N3CCCCCC3)o2)cc1,-2.6
Cc1ccc(O)c(NC(=O)CCS(=O)(=O)c2nc(-c3ccc4c(c3)OCO4)cc(C(F)(F)F)n2)c1,-54.0
COc1ccc(-c2cnnn2-c2ccc(NC(=O)c3ccco3)cc2)cc1OC,-1.9&-7.3
O=C(NCc1cccs1)c1cc2nc(-c3cccs3)cc(C(F)(F)Cl)n2n1,-1.2
COc1ccc(-c2cn(-c3ccc(Cl)cc3)c(=S)[nH]2)cc1,-243.8
Cc1c[nH]c(=O)c([N+](=O)[O-])c1,-0.1
CCOc1ccc(C(=O)N2CCc3cc(OC)c(OC)cc3C2COc2ccc([N+](=O)[O-])cc2)cc1 (centres undefined),-7.4
C=C(C)COc1ccc2c3c(c(=O)oc2c1)CCC3,-7.4
CC1CCCN(c2nc3c(c(=O)[nH]c(=O)n3C)n2CCSc2ncccn2)C1 (centres undefined),4.6
Cc1cccc(NC(=O)C(=O)Nc2cccc(C)c2)c1,-2.6
Cc1ccccc1N1C(=S)NC2CC1(C)Oc1ccc(Cl)cc12 (centres undefined),2.4
